IDE act – IDE (human) activation, cell-based; P14735; HEK cells, FAbeta-B cleavage, fluorescence polarization; 0% vehicle, 100% cell-free pure enzyme wells; activation, % at 5.96 µM; 340,000 tested, 0.073% active; AID 493087;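 active means activation above the mean of all tested compounds plus 3 SD, set per screening campaign, cut at about 17% in these data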
MEKK2wt PB1 HTS – raises or lowers MEK5 binding to wildtype human MEKK2 PB1 domain; AID 1531; binding response (% of control), % at 10 µM; bead flow cytometry, Alexa488-MEK5 binding to MEKK2 WT; actives lie on both sides; Q9Y2U5; 290,000 tested, 1.1% active; in the data active means binding response below about 67% or above about 130%; inconclusive means no clear call, values can overlap the other calls; inactive means in between
MEKK3 PB1 HTS – raises or lowers MEK5 binding to the human MEKK3 PB1 domain. AID 1529. bead-based flow cytometry, Alexa488-MEK5 binding to MEKK3; actives lie on both sides; 0 = blocked by unlabeled MEK5, 100 = vehicle. binding response (% of control), % at 10 µM. 290,000 tested, 1.4% active. Q99759;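 active means binding response more than 3 SD above or below the average of its plate-row segment, actives on both sides; inconclusive means wells at one plate position flagged as instrument error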;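 further: Alexa488 bead fluorescence after subtracting the streptavidin-only scavenger bead signal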
Target sequence (Q99759 whole entry, looked up, the tested form may be a part): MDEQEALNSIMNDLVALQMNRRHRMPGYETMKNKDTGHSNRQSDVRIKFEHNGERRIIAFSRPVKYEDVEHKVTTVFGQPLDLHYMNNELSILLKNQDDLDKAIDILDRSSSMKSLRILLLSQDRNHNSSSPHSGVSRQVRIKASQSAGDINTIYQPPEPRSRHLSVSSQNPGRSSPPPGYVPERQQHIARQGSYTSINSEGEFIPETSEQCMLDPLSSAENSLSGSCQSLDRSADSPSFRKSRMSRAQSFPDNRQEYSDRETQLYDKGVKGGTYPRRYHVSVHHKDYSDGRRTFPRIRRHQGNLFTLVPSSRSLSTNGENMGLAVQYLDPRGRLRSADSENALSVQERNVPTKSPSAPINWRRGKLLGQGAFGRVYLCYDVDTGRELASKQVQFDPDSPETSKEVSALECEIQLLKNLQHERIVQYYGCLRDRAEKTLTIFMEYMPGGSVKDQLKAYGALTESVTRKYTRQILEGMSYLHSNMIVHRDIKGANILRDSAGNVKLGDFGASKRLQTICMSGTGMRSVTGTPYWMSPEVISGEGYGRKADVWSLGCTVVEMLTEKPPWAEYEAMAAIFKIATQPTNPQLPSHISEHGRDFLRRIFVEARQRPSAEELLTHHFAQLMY
UBC9 SUMO inh – blocks human SUMOylation mediated by UBC9 | HTRF SUMOylation assay, SAE1/SAE2 + UBC9, in vitro | 290,000 tested, 0.36% active | inhibition, % at 35 µM; in the data active means inhibition above about 50%, passing the limit was not always enough; inconclusive means no clear call, values can overlap the other calls; further: strong numbers were not always called active
Target sequence (P63279 whole entry, looked up): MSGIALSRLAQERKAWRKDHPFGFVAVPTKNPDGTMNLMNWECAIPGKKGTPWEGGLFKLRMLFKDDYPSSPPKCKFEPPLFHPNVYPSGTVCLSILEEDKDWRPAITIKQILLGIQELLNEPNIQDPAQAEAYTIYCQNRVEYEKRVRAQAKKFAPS
p-CIP stab down – lowers stability of the mouse p/CIP coactivator protein. Q05BA5. F442A p/CIP-EGFP cells, EGFP fluorescence, 16 h. decrease of EGFP signal, % at 10 µM. 290,000 tested, 0.01% active. AID 1984;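 active means EGFP signal decrease of at least 30% at 10 µM or well 3 SD below plate mean, unless failing retest; inactive means the rest, including hits failing retest or dose response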; further: some compounds called inactive have numbers as strong as hits; many of its hits are not listed in these tables
NALP1 inh – NALP1 inhibition | S. cerevisiae NALP1/ASC/caspase-1 growth, X-gal OD620, 72 h | inhibition, % at 10 µM | 280,000 tested, 0.61% active | AID 2071; in the data active means inhibition mostly above about 24%, no sharp cut-off; inactive means mostly below about 32%; further: some compounds called inactive have numbers as strong as hits
IDE cell inh – cellular human IDE inhibition; HEK cells, FAbetaB cleavage, fluorescence polarization; AID 434962; inhibition, % at 5.59 µM; 320,000 tested, 0.41% active;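 active means percent inhibition above the average of all tested compounds plus 3 SD, set per screening campaign, cut at about 16% in these data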;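 further: IDE supplied by intact live HEK cells; FP after avidin binding of uncleaved biotin substrate so inhibition keeps polarization high; 0% = DMSO wells and 100% = 60 µM reference IDE inhibitor Ii1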
M18AAP inhibitor – PfM18AAP enzyme inhibition; recombinant PfM18AAP, H-Glu-NHMec fluorogenic cleavage; inhibition, % at 7.35 µM; 290,000 tested, 1.2% active; AID 1822;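 active means inhibition above the campaign mean inhibition over all tested compounds plus 3 SD, cut at about 28% in these data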;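 further: 0% = plate median of test compound wells and 100% = 2 mM ZnCl2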
MEKK2mut PB1 HTS – signal of MEK5 binding to mutant human MEKK2 PB1 domain | percent response, % at 10 µM | 290,000 tested, 0.35% active | AID 1530 | bead flow cytometry, Alexa488-MEK5 binding to MEKK2 mutant; in the data active means percent response above about 24%, passing the limit was not always enough; further: inactives centre near 1; some results filed as inactive read as strong as hits; reference of the scale not given here
Numbers without * were called inactive; ? = inconclusive; . = not tested or not shown; [ ] = remark or other dose.

SMILES	IDE act	MEKK2wt PB1 HTS	MEKK3 PB1 HTS	UBC9 SUMO inh	p-CIP stab down	NALP1 inh	IDE cell inh	M18AAP inhibitor	MEKK2mut PB1 HTS
CC1(C)CC(=O)C(C=Nc2ccc3[nH]ncc3c2)=C(O)C1	11	91	92	4	-8	31	2	-3	-3
CCOc1ccc(NC(=O)Cc2nnc(SCC(=O)N3CCOCC3)n2C)cc1	-3	110	107	12	-11	5	-1	-1	8
Cc1ccc(C)c(S(=O)(=O)Nc2ccc3[nH]c(=O)[nH]c3c2)c1	0	105	103	19	-4	11	10	-9	8
COc1ccc(N2CCN(C(=O)c3oc4ccccc4c3NC(=O)Cc3cccc(OC)c3)CC2)cc1	9	104	102	-11	-11	3	3	-3	-2
Cc1cccc(C)c1N1CC(=O)N(c2c(C)cccc2C)CC1=O	6	110	107	-8	-1	-12	-2	5	6
C=CCNc1nnc(Cc2ccc(C(C)C)cc2)c(=O)[nH]1	8	97	98	11	2	18	2	-1	-2
CN1OC2C(=O)N(c3ccccc3)C(=O)C2C1c1ccc(F)cc1 (stereo not drawn)	9	106	101	16	-8	10	1	-5	5
COc1cc(C(CCN2CCCCC2)c2c(OC)cc(OC)c3c(-c4ccccc4)cc(=O)oc23)cc(OC)c1OC (stereo not drawn)	3	133	112	4	-11	15	0	.	15
O=C(CSc1ncn[nH]1)N/N=C/c1ccc(C(F)(F)F)cc1	2	101	98	2	-8	1	-3	26	4
Cc1ccc(OCC(=O)Nc2ccc3c(c2)nc(CCN2CCC(C)CC2)n3C)cc1	2	110	98	0	-3	6	3	-4	11
COCCSc1ccccc1C(=O)NCCCn1ccnc1	-7	98	102	14	-15	19	-1	36*	5
Cc1cc(C(=O)NC2CCCC2)on1	-1	101	100	6	-14	-28	3	3	-1
CC(C)(C)c1cc(C(=O)N/N=C/c2ccccc2O)n(-c2ccccc2)n1	2	98	105	6	-8	22	4	2	0
CCOC(=O)c1cnc(SCc2nc(N)nc(Nc3ccc(C)cc3)n2)nc1N	-4	92	92	10	-9	0	6	4	-10
C/C=C/C(=O)OCC(=O)Nc1cc(OC)c([N+](=O)[O-])cc1C	7	102	106	6	14	4	1	1	7
CC(C)(CNc1ccc([N+](=O)[O-])cc1Cl)N1CCOCC1	1	100	98	12	-5	11	-1	1	1
CCOC(=O)c1nnc2cc(-c3ccc(Br)cc3)nn2c1C	-1	99	102	20	0	15	2	-4	3
COc1ccccc1C1Nc2ccccc2NC2=C1C(=O)CC(C)(C)C2 (stereo not drawn)	4	107	104	12	-2	13	-1	-6	5
Cc1cccc(-n2cc3c(=O)n(C)c(=O)n(C)c3c2)c1	.	96	96	11	-1	9	1	-10	-4
CC1=C(C)CC(C(=O)Nc2nc(-c3ccc(C)cc3C)c(C)s2)C(C(=O)O)C1 (stereo not drawn)	9	104	133*	6	5	16	1	-9	1
CC(=O)Nc1cc(N=Cc2ccc(O)cc2O)c(Cl)cc1Cl	-55	110	92	17	0	15	18*	10	0
COc1ccccc1N1N=C(C(=O)c2ccccc2)C2C(=O)N(c3ccc(Br)cc3)C(=O)C21 (stereo not drawn)	.	97	105	41	-1	15	1	5	0
Cc1ccc(S(=O)(=O)N(C)C)cc1NC(=O)CCNC(=O)c1ccccc1Cl	5	97	104	-8	-10	26	2	-5	5
CCn1cc(/C=N/NC(=O)c2ccc3c(c2)OCO3)c(C)n1	7	93	95	18	8	-24	0	6	-6
Cc1cc(N2C(=O)C(O)=C(C(=O)c3ccco3)C2c2ccc([N+](=O)[O-])cc2)no1 (stereo not drawn)	4	103	102	16	43	-3	-1	15	7
Cc1sc2nc(SCC(=O)NCCOCCO)nc(N)c2c1C	0	94	92	15	-18	7	7	11	-9
CSCCC(NC(=O)COc1ccccc1)C(=O)N1CCN(c2ccccc2F)CC1 (stereo not drawn)	-8	105	110	-26	-7	-5	12	-3	6
CCOC(=O)Cn1c(C)c(C#N)c2ccccc21	3	89	91	9	-7	7	7	2	-4
COc1ccc(OC)c2c1nc1n2CCS1	0	98	101	-8	-13	21	2	-3	-3
O=C(CCl)NC1CCCc2ccccc21 (stereo not drawn)	0	98	98	-3	-7	0	5	6	1

Three compounds from above, ordered by molecular weight, lowest first:
SMILES	IDE act	MEKK2wt PB1 HTS	MEKK3 PB1 HTS	UBC9 SUMO inh	p-CIP stab down	NALP1 inh	IDE cell inh	M18AAP inhibitor	MEKK2mut PB1 HTS
O=C(CCl)NC1CCCc2ccccc21 (stereo not drawn)	0	98	98	-3	-7	0	5	6	1
COc1ccc(OC)c2c1nc1n2CCS1	0	98	101	-8	-13	21	2	-3	-3
CCn1cc(/C=N/NC(=O)c2ccc3c(c2)OCO3)c(C)n1	7	93	95	18	8	-24	0	6	-6

Next results.
SMILES	IDE act	MEKK2wt PB1 HTS	MEKK3 PB1 HTS	UBC9 SUMO inh	p-CIP stab down	NALP1 inh	IDE cell inh	M18AAP inhibitor	MEKK2mut PB1 HTS
COc1ccc(CCN(C)C2CCCN(C(=O)c3ccnn3C)C2)cc1OC (stereo not drawn)	-1	107	105	7	0	23	1	-2	3
CC(C)[C@@H](C(=O)N[C@@H](Cc1ccccc1)C(=O)O)N1C(=O)N2CCc3c([nH]c4ccccc34)[C@@]2(C)C1=O	5	104	103	1	14	9	9	1	5
CS(=O)(=O)N(Cc1ccc(Cl)cc1)c1ccc(C(=O)NCC2CCCO2)cc1 (stereo not drawn)	3	97	105	19	-10	3	4	-9	1
CCn1c(Cc2ccccc2)nnc1SCC(=O)Nc1ccc(C)cc1	-1	96	99	14	-15	-97	3	5	5
NS(=O)(=O)c1ccc(CCNC(=O)CCNC(=O)c2ccco2)cc1	-3	100	103	-3	5	10	3	0	1
COc1ccc(NC(=O)c2ccc(C(=O)Nc3ccc(OC)cc3OC)cc2)c(OC)c1	9	99	95	3	5	3	5	-2	-6
COc1cnc(SCc2ccc(Cl)cc2Cl)nc1Cl	7	97	94	-14	-3	-11	4	1	-2
COc1ccc(OC)c(Nc2ncnc3sc(-c4ccccc4)cc23)c1	3	104	97	18	-8	7	3	-1	12
OCCCNc1nc(-c2ccc(Cl)cc2)nnc1-c1ccc(Br)cc1	4	97	104	0	-6	27	-5	-6	5
CCOC(=O)C1CCN(S(=O)(=O)c2cccc(-c3cn4cc(Cl)ccc4n3)c2)CC1	-3	112	112	8	-97	5	3	8	9
Cc1ccc(NC(=O)c2ccc(NCCc3ccccc3)c([N+](=O)[O-])c2)cc1F	0	5.0*[inhibitor]	107	-10	3	26	2	3	5
COc1ccccc1CNC(=O)COC(=O)Cc1c(F)cccc1Cl	10	.	.	-5	2	-20	1	-5	.
COc1ccc(CNC(=O)CSc2nnc(-c3ccc(NC(C)=O)cc3)n2C)cc1	-2	109	103	16	-61	-5	0	5	4
COc1ccc(NC(=S)NCc2ccco2)c(OC)c1	4	103	99	0	-5	19	4	15	16
O=C(CSc1nnc(-c2ccccc2)o1)N1CCCCC1	-2	100	99	7	-24	15	-3	-6	5
Cc1cccc(N(C)S(=O)(=O)c2ccc3c(c2)NC(=O)CC(=O)N3)c1	7	92	93	3	0	6	4	6	-10
Cc1ccc(CCN2CC(C(=O)NCc3ccc4c(c3)OCO4)CC2=O)cc1 (stereo not drawn)	-2	85	77	13	-9	10	-2	-14	-9
COc1ccc(S(=O)(=O)NCC(c2cccnc2)N2CCN(c3ccc(F)cc3)CC2)cc1C (stereo not drawn)	5	108	97	2	-12	-1	.	10	4
CCOC(=O)c1ccc(NC(=O)CN2CCN(C(=O)C3CCCO3)CC2)cc1 (stereo not drawn)	1	107	101	0	-1	-2	-4	-2	6
Cn1c(/N=C/c2ccc3c(c2)OCO3)nc2ccccc21	5	106	113	-1	3	9	-1	5	4
Cc1cc(O)c(NC(=O)c2cc([N+](=O)[O-])ccc2Cl)cc1C	3	94	99	36	-16	0	4	-3	-5
COc1ccc(NC(=O)C2CCCN(S(=O)(=O)c3ccc(-n4cnnn4)cc3)C2)cc1 (stereo not drawn)	3	94	99	-2	-13	18	3	0	-6
COc1ccc(C2c3c(oc4ccc(Cl)cc4c3=O)C(=O)N2Cc2ccco2)cc1OC (stereo not drawn)	.	100	96	42	-10	6	.	-1	6
Cc1ccc(C)c(NC(=S)NC23CN4CN(CN(C4)C2)C3)c1	1	82	95	19	2	0	1	6	-13
O=C(NCCc1ccccc1)C1CCN(C2CCN(Cc3ccco3)CC2)CC1	3	119	103	21	-14	4	-8	3	15
Cc1nc(SCc2ccccc2)nc2c1CCC2	1	100	95	-9	4	14	5	-2	-7
Cc1cc(C)cc(OCC(=O)OCc2nnc(-c3ccccc3)o2)c1	6	99	100	7	-4	-1	7	4	0
Cc1nn(-c2cc(N3CCCC3)ccc2[N+](=O)[O-])c(=O)c2ccccc12	3	109	104	-7	0	-4	3	5	7
CC(=O)c1ccc(N2CCN(CC(=O)N(CC(C)C)c3c(N)n(CC(C)C)c(=O)[nH]c3=O)CC2)cc1	-4	104	102	16	11	0	-1	-1	-2
O=C(NC1(C(F)(F)F)N=C(c2ccccc2)NC1=O)c1ccccc1 (stereo not drawn)	5	98	99	8	0	17	5	2	-1
COC(=O)CCC(=O)c1oc2ccc(Cl)cc2c1NC(=O)CCCN1C(=O)c2ccccc2C1=O	-2	.	.	-27	16	14	0	6	.
Cc1ccc(NC(=O)N2CCN(Cc3ccc4c(c3)OCO4)CC2)cc1	1	104	103	-7	4	28	0	-14	5
O=C(NC1CCN(Cc2ccccc2)CC1)c1ccc(N2CC3CC(C2)c2cccc(=O)n2C3)c([N+](=O)[O-])c1 (stereo not drawn)	-2	79	74	-5	-4	3	-7	-9	-9
Cc1cc(N2CCOCC2)n2ncc(-c3ccccc3)c2n1	5	84	78	5	7	48	3	-5	-5
COc1ccc(C)cc1S(=O)(=O)Nc1ccc(F)c(Cl)c1	-1	102	100	20	-5	10	1	-8	2
COC(=O)CNC(=O)c1cc(OC)cc(OC)c1	4	97	99	6	17	15	1	-1	-3
Cc1cc(C)n(-c2nc3ccccc3s2)n1	-1	92	101	7	-8	-16	-1	-2	-14
Cc1ccc(S(=O)(=O)Nc2nnc(CC(C)(C)C)s2)cc1	1	97	97	2	-2	-4	5	6	-2
NC(=O)c1nsc(C(=O)N(c2ccc(F)cc2)C(C(=O)NC2CCCC2)c2ccncc2)c1N (stereo not drawn)	-2	98	102	21	-11	3	-3	1	4
COc1ccc(OCC(=O)Nc2ccc3c(c2)nc(CCN2CCOCC2)n3C)cc1	-3	?	?	17	-19	-2	-2	-5	-14
COc1ccc(N(C(=O)C(C)C)S(=O)(=O)c2cccc([N+](=O)[O-])c2)cc1	-4	108	102	-2	4	9	4	-6	7
CCc1nnc(NC(=O)C(=O)NCCOC(=O)c2ccccc2)s1	-2	100	101	5	3	27	-2	-9	2
Cn1c(N)c(C(=O)COC(=O)CCc2nc3ccccc3s2)c(=O)n(C)c1=O	-1	107	121	11	-5	-2	3	2	5
Cc1cc(=O)[nH]c(SCC(N)=O)c1C#N	-1	105	101	12	-8	11	3	7	8
CCc1ccc(N(CC(=O)NCc2cccnc2)S(=O)(=O)c2ccccc2)cc1	0	101	100	-5	-8	-3	8	3	9

Only p-CIP stab down and MEKK2wt PB1 HTS (four entries from above):
mol	p-CIP stab down	MEKK2wt PB1 HTS
COc1ccc(C)cc1S(=O)(=O)Nc1ccc(F)c(Cl)c1	-5	102
COC(=O)CNC(=O)c1cc(OC)cc(OC)c1	17	97
Cc1cc(C)n(-c2nc3ccccc3s2)n1	-8	92
Cc1ccc(S(=O)(=O)Nc2nnc(CC(C)(C)C)s2)cc1	-2	97

Some of the compounds tested (hit frequency here may not be typical).
